bCat KO growth – beta-catenin-lacking colon tumor cell growth suppression; actives 1.5% (n = 140,000); HCT116 beta-catenin knockout viability, CellTiter-Glo, 60 h; stronger effect = lower value; viability, % at 10 µM;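 active = viability at or under a set limit, the compound median less 4 SD, cut at about 6% in these data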;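 also: 0% = Hyamine 1622 control at 20 µM and 100% = untreated cell control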
MRP-1 activ – MRP-1 activation; H69AR cells + doxorubicin, viability rescue, CellTiter-Glo; AID 799; actives 0.61% (n = 140,000); viability increase, % at 10 µM;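 active = viability gain under doxorubicin at or above a set limit, the compound median plus 3 SD, cut at about 4.7% in these data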;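 also: MRP-1 overexpressing cells given doxorubicin 25 µM after compound pretreatment; 18-22 h compound pretreatment then 72 h with doxorubicin before readout; 0% = doxorubicin-only wells and 100% = vehicle-treated cells without doxorubicin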
Measles CPE – protection of cells from measles virus; Measles virus-infected cells, CPE protection, absorbance; protection (pct of control), % at 4 µM; actives 1.5% (n = 140,000); AID 841; in the data active = protection mostly above about 24%, no sharp cut-off; inactive = mostly below about 26%; also: some compounds called inactive have numbers as strong as hits
Phagocyt inh – inhibitors of macrophage phagocytosis; inhibition, % at 5 µM; AID 1029; J774A.1 macrophage IgG-bead phagocytosis, imaging; actives 0.07% (n = 110,000);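 active = inhibition above the mean of the plate negative controls plus 5 SD, cut at about 13% in these data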;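 also: phagocytic index as fraction of beads internalized from green versus red external bead signal; plate controls were DMSO negative control for no effect and cytochalasin-D positive control for full effect; some results beyond the cut were filed as inactive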
HCT116 PTEN-null – suppresses growth of cells with PTEN deletion | AID 827 | viability, % at 10 µM | actives 1.2% (n = 140,000) | HCT116 PTEN-null viability, CellTiter-Glo, 60 h; stronger effect = lower value;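 active = viability at or below a set limit, 4 SD under the median of all tested compounds, cut at about 3.7% in these data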;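 also: PTEN knockout HCT116 line with beta catenin targeted HCT116 as companion control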
BB579 growth dn – chemicals that inhibit yeast BB579 growth in restrictive medium (lifespan-shortening candidates) | S. cerevisiae BB579 growth, OD615, 48 h | inhibition, % at 10 µM | actives 0.51% (n = 140,000) | AID 804;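 active = inhibition above a set limit, 3 SD over the mean compound inhibition, cut at about 44% in these data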; also: inactives centre near -24
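System: Saccharomyces cerevisiae DeaD strain BB579, replicative lifespan model yeast. Buffer or medium: restrictive glucose-based CSMM-D medium. Doses: one dose, 10 µM compound with 0.25% DMSO. Timing: 4 h preincubation and 48 h exposure at 30 °C. Detection: turbidity as optical density at 615 nm. Benchmarks: amphotericin B 10 µg/mL, positive.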
E-sel TNF inh – TNF alpha driven E-selectin expression inhibition. HUVEC TNFa-induced E-selectin immunofluorescence, high content. inhibition, % at 2 µM. actives 0.71% (n = 120,000);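 active = inhibition above the batch mean plus 3 SD, and confirmed as a hit on visual image review, cut at about 43% in these data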;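 also: 0% = TNF-stimulated DMSO wells and 100% = unstimulated control wells; not every result past the cut was called active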
GALR2 antag – blocks the human galanin receptor 2; inhibition, % at 4 µM; actives 0.39% (n = 140,000); O43603; AID 828; GALR2-expressing cells, antagonist mode; in the data active = inhibition above about 27%;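 also: cells stimulated with galanin 1-16 at roughly its EC80; 0% = agonist challenge control and 100% = basal control without agonist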
Target sequence (O43603 whole entry, looked up): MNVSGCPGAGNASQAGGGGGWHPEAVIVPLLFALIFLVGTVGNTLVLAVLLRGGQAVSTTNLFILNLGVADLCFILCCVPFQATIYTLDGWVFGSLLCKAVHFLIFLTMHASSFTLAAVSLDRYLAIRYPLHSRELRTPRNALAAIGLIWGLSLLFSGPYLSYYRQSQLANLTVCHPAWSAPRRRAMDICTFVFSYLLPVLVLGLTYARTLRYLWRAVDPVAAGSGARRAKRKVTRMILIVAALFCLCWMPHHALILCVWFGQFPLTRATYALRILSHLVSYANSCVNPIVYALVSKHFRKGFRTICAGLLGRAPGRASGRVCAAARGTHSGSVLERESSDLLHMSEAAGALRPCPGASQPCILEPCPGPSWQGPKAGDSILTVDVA
NPY-Y2 antag – NPY-Y2 (human) receptor antagonism; inhibition, % at 2.7 µM; AID 793; actives 0.99% (n = 140,000); NPY-Y2 expressing cells, antagonist mode; P49146; in the data active = inhibition above about 17%;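 also: 0% = vehicle with agonist challenge and 100% = reference antagonist with challenge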
Target sequence (P49146 whole entry, looked up): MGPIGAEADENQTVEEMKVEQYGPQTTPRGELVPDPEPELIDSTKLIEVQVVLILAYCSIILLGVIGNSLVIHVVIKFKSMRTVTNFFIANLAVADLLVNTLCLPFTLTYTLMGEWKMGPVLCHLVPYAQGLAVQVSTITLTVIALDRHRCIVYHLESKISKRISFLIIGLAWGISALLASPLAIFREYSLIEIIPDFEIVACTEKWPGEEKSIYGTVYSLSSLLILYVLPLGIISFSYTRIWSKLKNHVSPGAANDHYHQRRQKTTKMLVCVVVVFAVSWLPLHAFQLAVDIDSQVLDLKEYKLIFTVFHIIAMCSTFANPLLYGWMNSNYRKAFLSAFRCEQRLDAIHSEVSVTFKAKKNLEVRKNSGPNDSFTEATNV
Yeast lifespan up – extends the lifespan of yeast; inhibition of the nicotinamide effect, % at 10 µM; S. cerevisiae growth with nicotinamide, OD615; deaD strain in restrictive glucose medium; actives 0.68% (n = 130,000); AID 775;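 active = inhibition above a set limit, placed 3 SD over the median of all compounds, cut at about 26% in these data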;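 also: 0% = nicotinamide-treated wells and 100% = cells grown without nicotinamide; some compounds called inactive have numbers as strong as hits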
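System: Modified budding yeast, DeaD strain | Buffer or medium: Restrictive glucose medium | Also added: 1.5 mM nicotinamide | Doses: 10 µM single point, 0.25% DMSO | Schedule: 48 h compound exposure at 30 °C, humidified | Detection: Absorbance at 615 nm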
* marks the source's active call; other numbers are inactive results; . = not tested or not shown.

SMILES	bCat KO growth	MRP-1 activ	Measles CPE	Phagocyt inh	HCT116 PTEN-null	BB579 growth dn	E-sel TNF inh	GALR2 antag	NPY-Y2 antag	Yeast lifespan up
CCOC(=O)C1=C(C)Nc2nc(SCC)[nH]c(=O)c2C1c1ccncc1 (stereo unspecified)	98	-1.8	6	-2	97	-37	10	-9	1	-11
O=c1oc2c(CN3CCOCC3)c(O)c(Cl)cc2c2c1CCCC2	98	0.5	15	0	104	-3	.	-4	2	24
NC(=O)c1cc(-c2ccccc2)nc(N2CCOCC2)n1	69	-1.7	7	-1	67	4	-2	0	0	-16
Cc1cccc(-c2cc(C(=O)Nc3ccc4c(c3)OCCO4)c3ccccc3n2)c1	59	-0.7	8	.	58	-51	4	-7	26*	-24
Cc1ccc(Sc2cc(C(F)(F)F)nc(N(C)C)n2)cc1	91	0.5	5	0	97	-61	16	-6	1	-8
CCOC(=O)C1=C2c3ccc4ccccc4c3CC(C)(C)N2C(=O)C1=O	97	-1.4	8	-2	91	-44	.	9	7	2
Cc1n[nH]c(=O)nc1Nc1ccc(O)cc1	95	-0.4	6	-1	107	-35	-1	-2	1	0
Cc1cc(C)cc(-n2c(C)cc(/C=N/NC(=O)CSc3ncccn3)c2C)c1	93	-5.1	8	.	84	3	1	3	3	-17
Cc1cccc(N(C(=O)Cn2nnc3ccccc32)C(C(=O)NC(C)(C)C)c2ccsc2)c1 (stereo unspecified)	71	-0.5	13	0	71	-26	38	6	2	-9
C/C(=N\NC(=O)c1ccc(Br)cc1)C1C(=O)c2ccccc2C1=O	65	-2.9	3	0	54	-8	-8	-3	3	-6
O=C(Cn1ncnn1)OCc1ccccc1Cl	106	0.8	10	-1	106	11	10	-10	1	-17
N#Cc1nc(Cc2cccc3ccccc23)oc1NCC1CCCO1 (stereo unspecified)	89	-4.3	11	-1	89	-33	.	-3	-2	-13
Oc1oc(-c2ccccc2)nc1C=Nc1ccccc1	95	-3.5	12	.	88	-34	-16	0	5	-23
COc1cc(-c2noc(CCC(N)=O)n2)cc(OC)c1OC	105	-0.1	20	0	99	-15	-12	-11	0	-14
Cc1ccc(NCCC(=O)c2ccc(Cl)cc2)cc1C	96	-4.9	9	-3	91	-48	-26	1	3	-17
CN(C)CCCNc1cc(Cl)c(S(=O)(=O)N2CCCCC2)cc1C(=O)O	97	-2.3	12	1	96	13	9	-6	1	7
CCOC(=O)C1=C(N)OC2=C(C(=O)CC(C)(C)C2)C1c1cccs1 (stereo unspecified)	97	1.2	7	.	93	-48	-9	-7	6	.
CCC(=O)Nc1ccc(NC(=O)c2ccccn2)cn1	90	-0.3	1	-1	92	-5	-7	14	2	-16
COc1nc(Cl)cn(-c2ccc(C)cc2)c1=O	92	-2.2	2	-3	101	-18	.	-2	1	10
C/C(=N\Nc1nc2c(s1)CCCC2)c1ccc(Cl)cc1	50	-3.8	31	.	55	25	-30	8	7	-25
CCOC(=O)c1oc2ccccc2c1NC(=O)c1ccc2c(c1)OCO2	97	1.4	23	-2	91	-38	-3	-1	7	-18
CCN(CC)CCCNC(=O)N[C@@H](Cc1ccccc1)C(=O)O	98	-0.2	4	-1	97	-30	.	-1	-2	-4
O=C(c1ccco1)N1CCC(c2nc(-c3ccccc3Cl)no2)CC1	99	-3.2	5	0	95	-5	.	1	8	-31
CCCC(=O)Nc1ccc(N2CCOCC2)cc1	100	-0.2	3	.	103	-29	-3	-2	2	-6
COc1ccccc1NC(=O)C1=C(C)NC(SCC(=O)c2ccc(C)cc2)=C(C#N)C1c1ccco1 (stereo unspecified)	78	-1.7	8	0	72	-44	8	-14	7	-7
CN1CCN(c2ccc([N+](=O)[O-])cc2/C=N/NC(=O)c2cccc([N+](=O)[O-])c2)CC1	5.3*	-4.9	17	3	4	-53	18	-1	0	0
O=C(O)c1cc(Cl)c(Cl)cc1C(=O)N1CCOCC1	101	1.2	9	-1	100	-34	-32	10	1	.
CCOC(=O)c1c(C)[nH]c(C)c1C(=O)COC(=O)/C=C/c1cccc(Cl)c1	84	-3.2	7	-3	86	-12	-18	0	2	-2
O=C(NC1CC2CCCC(C1)N2C(=O)NC1CCCCC1)c1ccc(F)cc1 (stereo unspecified)	99	0.2	.	0	92	-41	-5	4	0	-4
COc1ccc(CCNC(=O)COc2ccc(-c3ccc(C#N)cc3)cc2)cc1	87	0.3	4	-11	88	-23	-17	1	9	1

Quoted at random: 2 compounds from above
SMILES	bCat KO growth	MRP-1 activ	Measles CPE	Phagocyt inh	HCT116 PTEN-null	BB579 growth dn	E-sel TNF inh	GALR2 antag	NPY-Y2 antag	Yeast lifespan up
CN1CCN(c2ccc([N+](=O)[O-])cc2/C=N/NC(=O)c2cccc([N+](=O)[O-])c2)CC1	5.3*	-4.9	17	3	4	-53	18	-1	0	0
O=C(O)c1cc(Cl)c(Cl)cc1C(=O)N1CCOCC1	101	1.2	9	-1	100	-34	-32	10	1	.

More compounds
SMILES	bCat KO growth	MRP-1 activ	Measles CPE	Phagocyt inh	HCT116 PTEN-null	BB579 growth dn	E-sel TNF inh	GALR2 antag	NPY-Y2 antag	Yeast lifespan up
Cc1nc(C(=O)N(C)C)nn1-c1cc(Cl)ccc1Cl	105	-0.2	7	0	106	-28	-10	-3	0	-3
O=c1c(S(=O)(=O)c2ccc(Cl)cc2)cn(Cc2ccccc2F)c2ccc(F)cc12	64	4.1	17	-13	65	8	.	-12	0	3
COc1ccccc1N1CCN(CC(=O)Nc2cccc(F)c2)CC1	89	-2.7	4	-3	90	0	-18	-3	3	-4
COCCCNC(=O)C12CCC(C)(C(=O)C1)C2(C)C (stereo unspecified)	83	-0.7	12	0	99	-28	3	-10	0	-1
COc1ccc(/C=C2\N=C(C)N(c3ccc(C(=O)O)cc3)C2=O)cc1OC	96	-1.4	11	-3	94	2	.	-11	0	2
COc1ccc(OCc2nc3ccccc3[nH]2)cc1	90	1.4	5	1	95	-83	.	-4	5	-7
Cc1c(NS(=O)(=O)c2cccc(C(=O)NCc3ccccc3)c2)c(=O)n(-c2ccccc2)n1C	106	-1.1	4	1	93	-73	41	-8	0	-7
COc1ccccc1C1CC(c2ccc(Cl)cc2)Nc2nc(N)nn21 (stereo unspecified)	63	0.1	4	0	68	-26	.	-21	5	-9
CCCCNC(=O)C1CCN(c2nc(OC)nc(OC)n2)CC1	86	-2.2	2	.	110	-8	9	8	3	.
Cc1ccsc1/C=N/NC(=O)c1ccc(Cn2cc(Br)cn2)o1	86	-3.4	5	-5	78	-49	8	11	1	4
C/C(O)=C\c1nc2ccccc2oc1=O	63	-4.0	28*	.	64	0	32	13	2	-4
Cc1ccc(CNC(=O)CCS(=O)(=O)c2cccc3nsnc23)cc1	91	0.0	11	-3	82	-31	-65	2	1	-2
CC(NC(=O)COc1cccc(Br)c1)C(=O)O (stereo unspecified)	101	-0.7	8	-1	109	2	77*	1	2	-19
C=C(C)Cn1c(C)cc(C)c(S(=O)(=O)c2ccccc2C)c1=O	87	-5.1	13	3	75	4	3	-2	6	6
Cc1ccc(C(=O)NC(=S)N2CCN(C)CC2)cc1	98	-1.6	7	-4	97	-6	5	-16	2	-5
CCOc1ccccc1C(=O)NCc1ccc2c(c1)OCO2	91	-0.8	19	-2	94	-7	-22	7	0	-3
COC(=O)c1ccc2ncccc2c1	101	-0.5	1	1	107	6	2	1	3	-14
O=C(O)CC(C(=O)OCCOc1ccccc1)N1CCOCC1 (stereo unspecified)	91	-1.4	10	.	90	-38	1	-5	2	-4
CCc1ccc(-c2csc(NC(=O)C3CCCO3)c2C(=O)OC(C)C)cc1 (stereo unspecified)	51	-2.3	3	-1	62	-36	-3	1	0	-14
CC1CC(C)CN(c2ncc3c(n2)CC(c2ccccc2)CC3=O)C1 (stereo unspecified)	76	0.0	42*	0	85	-60	.	-2	24*	-11
CCN(CC)CCN1C(=O)C(=O)/C(=C(/O)c2ccc(C)cc2)C1c1ccncc1 (stereo unspecified)	101	-1.2	14	1	93	-42	-25	-21	3	-13
Cc1noc(C)c1COc1ccc(C(=O)NCc2ccccn2)cc1	93	-2.8	4	-1	96	-33	.	16	0	-17
O=C(N/N=C/c1ccc(Br)cc1)c1ccc(F)cc1	77	0.1	4	-8	79	-45	.	11	1	-6
COc1ccc(N2C(=O)C3C4C=CC(C4)C3C2=O)c(OC)c1 (stereo unspecified)	98	-1.4	3	0	94	-27	-27	4	7	-1
CC1(C)OC(=O)C(=CNc2ccccc2)C(=O)O1	98	0.1	9	-2	98	-33	5	-2	1	.
CCc1cc2c(=O)nc3n(c2s1)Cc1ccccc1/C3=C(/O)c1cccc([N+](=O)[O-])c1	76	-0.8	17	-1	83	-87	-19	2	3	0

In the list so far, these contain a Cl atom.
SMILES	bCat KO growth	MRP-1 activ	Measles CPE	Phagocyt inh	HCT116 PTEN-null	BB579 growth dn	E-sel TNF inh	GALR2 antag	NPY-Y2 antag	Yeast lifespan up
O=c1oc2c(CN3CCOCC3)c(O)c(Cl)cc2c2c1CCCC2	98	0.5	15	0	104	-3	.	-4	2	24
O=C(Cn1ncnn1)OCc1ccccc1Cl	106	0.8	10	-1	106	11	10	-10	1	-17
Cc1ccc(NCCC(=O)c2ccc(Cl)cc2)cc1C	96	-4.9	9	-3	91	-48	-26	1	3	-17
CN(C)CCCNc1cc(Cl)c(S(=O)(=O)N2CCCCC2)cc1C(=O)O	97	-2.3	12	1	96	13	9	-6	1	7
COc1nc(Cl)cn(-c2ccc(C)cc2)c1=O	92	-2.2	2	-3	101	-18	.	-2	1	10
C/C(=N\Nc1nc2c(s1)CCCC2)c1ccc(Cl)cc1	50	-3.8	31	.	55	25	-30	8	7	-25
O=C(c1ccco1)N1CCC(c2nc(-c3ccccc3Cl)no2)CC1	99	-3.2	5	0	95	-5	.	1	8	-31
O=C(O)c1cc(Cl)c(Cl)cc1C(=O)N1CCOCC1	101	1.2	9	-1	100	-34	-32	10	1	.
CCOC(=O)c1c(C)[nH]c(C)c1C(=O)COC(=O)/C=C/c1cccc(Cl)c1	84	-3.2	7	-3	86	-12	-18	0	2	-2
Cc1nc(C(=O)N(C)C)nn1-c1cc(Cl)ccc1Cl	105	-0.2	7	0	106	-28	-10	-3	0	-3
O=c1c(S(=O)(=O)c2ccc(Cl)cc2)cn(Cc2ccccc2F)c2ccc(F)cc12	64	4.1	17	-13	65	8	.	-12	0	3
COc1ccccc1C1CC(c2ccc(Cl)cc2)Nc2nc(N)nn21 (stereo unspecified)	63	0.1	4	0	68	-26	.	-21	5	-9

High-throughput results from PubChem BioAssay.
